RAD54 branch: inhibitors of human RAD54 branch migration, primary screen, biochemical, fluorescence, single point; AID 602329, 2012; DNA repair and recombination protein RAD54-like (Homo sapiens), Q92698; inhibition, % at 10.4 µM; RAD54 Holliday junction branch migration, FAM/BHQ fluorescence; hit rate 0.14% among 360,000;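 active = mean normalized replicate activity at least 40 and at least half of replicates scoring 40 or more; inconclusive = only one of the two criteria met; inactive = mean below 40 and under half of replicates reaching 40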;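 also: 0% = median of neutral control wells and 100% = median of positive control wells; inhibitors cause a drop in the FAM fluorescence signal; in these data hits start at about 50%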
E-sel inducer: E-selectin induction in HUVECs, primary screen, imaging, HUVEC, immunofluorescence imaging, single point | AID 686992, 2013 | hit rate 0.37% among 260,000 | activation, % at 7.58 µM | normalized: neutral wells 0, TNF-alpha wells 100;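 active = mean E-selectin-positive cell signal at least 10% of the positive control, reached in at least 60% of replicates, without over 20% cell loss; inconclusive = no rule given, readout overlaps actives, possibly toxicity-flagged; inactive = the rest, including those meeting only one limit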;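 also: in these data hits start at about 27%; measured in HUVEC primary endothelial cells; signal is the percent of cells scored E-selectin positive by PE staining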
Target sequence (P16581 whole entry, looked up): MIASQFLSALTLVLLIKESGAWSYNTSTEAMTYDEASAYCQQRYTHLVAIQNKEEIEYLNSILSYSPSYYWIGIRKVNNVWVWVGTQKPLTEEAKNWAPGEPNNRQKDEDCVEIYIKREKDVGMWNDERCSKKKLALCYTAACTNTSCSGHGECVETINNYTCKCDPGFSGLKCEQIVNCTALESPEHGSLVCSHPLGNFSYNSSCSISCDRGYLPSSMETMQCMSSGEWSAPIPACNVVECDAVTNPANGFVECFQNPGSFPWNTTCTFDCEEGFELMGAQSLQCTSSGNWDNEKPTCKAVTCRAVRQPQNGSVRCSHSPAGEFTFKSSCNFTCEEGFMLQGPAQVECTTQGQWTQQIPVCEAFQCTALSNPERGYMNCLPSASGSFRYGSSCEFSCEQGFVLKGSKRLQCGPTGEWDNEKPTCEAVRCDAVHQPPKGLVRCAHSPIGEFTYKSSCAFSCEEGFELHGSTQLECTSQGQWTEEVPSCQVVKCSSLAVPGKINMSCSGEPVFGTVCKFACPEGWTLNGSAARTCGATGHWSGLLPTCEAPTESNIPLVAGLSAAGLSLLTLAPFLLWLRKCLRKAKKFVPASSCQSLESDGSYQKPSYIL
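System: HUVEC / Compound: single concentration / Signal: immunofluorescence imaging / Read-out: percent E-selectin-positive cells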
RAD52 anneal inh: RAD52 DNA annealing inhibitors, primary screen, biochemical, FRET, single point, set 2 | DNA repair protein RAD52 homolog (Homo sapiens), P43351 | recombinant RAD52 DNA annealing, FRET fluorescence | inhibition, % at 18.7 µM | hit rate 0.46% among 360,000 | AID 651710, 2012;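 active = every replicate showing at least 50% inhibition; inconclusive = mean inhibition at least 50% but not in every replicate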
Target sequence (P43351 whole entry, looked up): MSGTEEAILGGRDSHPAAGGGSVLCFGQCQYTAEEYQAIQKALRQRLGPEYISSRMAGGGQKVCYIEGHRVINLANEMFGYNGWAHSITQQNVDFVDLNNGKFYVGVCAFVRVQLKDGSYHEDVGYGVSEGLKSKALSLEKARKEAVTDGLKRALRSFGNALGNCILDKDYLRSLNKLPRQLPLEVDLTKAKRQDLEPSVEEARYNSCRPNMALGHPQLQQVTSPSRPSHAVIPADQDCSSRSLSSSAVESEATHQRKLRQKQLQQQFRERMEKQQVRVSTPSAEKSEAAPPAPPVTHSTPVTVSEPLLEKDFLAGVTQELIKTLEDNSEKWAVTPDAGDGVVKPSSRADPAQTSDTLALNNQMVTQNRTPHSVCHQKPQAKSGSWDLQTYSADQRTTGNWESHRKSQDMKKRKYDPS
FN deposit inh: inhibitors of fibronectin matrix deposition, primary screen, AH1F cells, Alexa488-fibronectin fluorescence, plate reader | inhibition, % at 12.6 µM | AH1F fibroblasts, overnight | AID 743247, 2014 | hit rate 0.086% among 350,000;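 active = mean inhibition across replicates of 30% or more, regardless of how many single replicates reach that level; inconclusive = mean under 30% yet at least half of replicates reach 30%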;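 also: positive control wells lacked labelled fibronectin entirely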
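Material: AH1F fibroblast monolayer depositing Alexa488-labelled fibronectin into matrix / Amount: 10000 AH1F cells per well / Signal: fluorescence 485/525 nm / Medium: DMEM, 2% serum / Compound: single dose, pinned / Incubation: 1 h cell adhesion before compound, then overnight fibronectin incubation / Reagent: Alexa488-FN, 24 nM final / Read-out: inhibition of fibronectin deposition signal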
S100A4 MyoIIA: inhibitors of S100A4-myosin IIA peptide binding, primary screen, biochemical, fluorescence polarization, TAMRA-MyoIIA peptide. inhibition, % at 10.7 µM. Protein S100-A4 (Homo sapiens), P26447. AID 652163, 2013. hit rate 0.14% among 360,000;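 active = mean inhibition of at least 70% across replicates, with every replicate also reaching that level; inconclusive = mean inhibition reaches 70% but some replicates fall short; inactive = mean inhibition below 70%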
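Compound dosing: one dose per compound; test system: human S100A4 monomer with TAMRA-labelled myosin IIA peptide; probe or stimulus: TAMRA-labelled myosin IIA heavy-chain peptide probe, 5 nM; medium: HEPES buffer with Ca2+, pH 7.2; schedule: 5 min incubation before reading; benchmarks: neutral control DMSO, positive control TFP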
Xi reactivation: activators of inactive X chromosome reactivation, primary screen, imaging, XiGFP fibroblasts, GFP high-content imaging, set 2. activation, % at 7.58 µM. hit rate 0.055% among 360,000. XiGFP mouse fibroblasts, % GFP-positive cells imaging, 3 d; cells co-treated with 5-aza-dC sensitizer; scaled so ellipticine positive control = 100%. AID 743238, 2013;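 active = mean normalized replicate activation at least 10% and every replicate at or above 10%; inconclusive = only one of the two criteria met; inactive = mean below 10% and not all replicates reach 10%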;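 also: 0% = median of on-plate neutral control wells and 100% = ellipticine 6 µM median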
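System: XiGFP fibroblasts, SV40-immortalized. Medium: DMEM plus 5-aza-dC sensitizer. Doses: single point. Timing: 3 d treatment, 15 min room-temperature fixation. Control set: ellipticine 6 µM.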
esBAF inh: Bmi1 luciferase reporter increase in mESCs, primary screen, esBAF inhibitor project, mouse ES cells, Bmi1 luciferase knock-in, single point | 24 h; 100% = twice the neutral-well signal | reporter increase, % at 12.5 µM | hit rate 2% among 350,000 | AID 602393, 2012; in the data active = activation above about 40%; inconclusive = no clear call, values can overlap the other calls;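 also: 0% = median of the plate's neutral control wells and 100% = double that signal; a rise in the Bmi1 reporter signal indicates esBAF inhibition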
EWS-Fli inh: EWS/Fli-driven NR0B1 reporter inhibitors, primary screen, A673 cells, NR0B1 luciferase, luminescence, MLPCN library. hit rate 0.67% among 350,000. viability-normalised. inhibition, % at 12.6 µM;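 active = mean inhibition of at least 50% after viability correction, with every replicate also passing that limit; inconclusive = mean reaches 50% but only one of two replicates passes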;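 also: firefly luciferase signal divided by Alamar Blue viability fluorescence both relative to DMSO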
Starred values were filed as active, the others as inactive; ? = inconclusive; nt = not tested or not shown; & = joins results of further samples.

Values run as follows: esBAF inh	RAD54 branch	RAD52 anneal inh	S100A4 MyoIIA	FN deposit inh	E-sel inducer	Xi reactivation	EWS-Fli inh
1) COc1ccc(C(=O)NN2C(=S)N(c3ccc(OC)cc3)C(=O)C2CC(N)=O)cc1 (stereo not given)
→ nt	nt	-14	-4	1	-0.1	0.0	1
2) CC(C)NC(=O)N(C)C[C@@H]1Oc2c(NC(=O)C3CCOCC3)cccc2C(=O)N([C@@H](C)CO)C[C@H]1C
→ -5&-2	-2&-7	1&-21	14&8	2	-0.2&-0.2	0.1&-0.1	4&-5
3) CCC(=O)Nc1ccc2c(c1)OC[C@@H](C)N(C(=O)c1cnccn1)C[C@H](C)[C@@H](OC)CN(C)C2=O
→ -1	-4	-15	1	5	-0.1	0.0	1
4) CC1CN(C(=O)C(C)N2CCN(c3ccccc3Cl)CC2)CC(C)O1 (stereo not given)
→ nt	nt	-13	6	-8	-0.1	0.2	-6
5) CN(CC(=O)Nc1ccc2c(c1)OCO2)S(=O)(=O)c1ccc2c(c1)CCC(=O)N2
→ -1	1	0	-4	5	-2.2	-0.2	14
6) O=C(CCSc1ccccc1)N1CCN(c2ccccc2F)CC1
→ 65*	5	-4	0	nt	nt	0.0	-147
7) CC(C)(C)n1nnnc1C(c1ccccc1)N1CCN(c2ccc(F)cc2)CC1 (stereo not given)
→ nt	nt	-10	-2	3	0.1	0.1	-4
8) O=S(=O)(Nc1ccc(O)c2ccccc12)c1ccc(F)cc1
→ -5	-9	-11	-33	11	0.1	0.2	-20
9) O=C(CCCOc1ccc(Br)cc1)NCCc1ccc(OC(F)F)cc1
→ -3	7	-7	-4	-8	-0.1	0.0	2
10) O=C(C[C@@H]1C[C@H]2c3cc(NC(=O)c4ccc5c(c4)OCO5)ccc3O[C@H]2[C@H](CO)O1)NCc1cc(F)ccc1F
→ 28	-7	4	-20	nt	0.3	0.2	-1
11) COC(=O)[C@]12CCCCC=C1N(Cc1ccco1)C(=O)[C@H](CC(=O)NCC13CC4CC(CC(C4)C1)C3)C2
→ nt	nt	-11	11	5	0.2	-0.1	-2
12) CC(NC(=O)Cn1cccc1)c1ccccc1 (stereo not given)
→ -3	-1	-14	-1	-5	nt	0.1	-8
13) COc1ccc(NC(=O)CSCC(=O)Nc2nnc(CC(C)C)s2)cc1
→ -3	-7	-8	0	-2	1.1	0.1	-3
14) CNC[C@@H]1Oc2ccc(NC(=O)c3ccncc3)cc2C(=O)N([C@@H](C)CO)C[C@@H]1C
→ 1	7	-1	-26	-4	nt	-1.0	-1
15) CC1(C)CC(=O)C(C(c2cccc([N+](=O)[O-])c2)C2C(=O)CC(C)(C)CC2=O)C(=O)C1
→ nt	-4	-3	-4	-15	nt	-0.1	5
16) COc1ccc(S(=O)(=O)Nc2ccc3c(c2)CC(=O)N([C@@H](C)CO)C[C@@H](C)[C@H](CN(C)Cc2ccc(-c4ccccc4)cc2)O3)cc1
→ 2	-14	-7	-7	nt	-0.1	-0.9	-9
17) O=C1CN(C(=O)CSc2nc3ccccc3c(=O)n2CCCN2CCOCC2)c2ccccc2N1
→ nt	nt	-7	0	1	-0.6	-0.2	-3
18) N#Cc1ccc(S(=O)(=O)NC2CC2)cc1
→ -4	-14	1	-3	0	-0.1	0.1	-7
19) CC1CC(C)CN(C(=O)CNC(=O)Cn2ccc3ccccc3c2=O)C1 (stereo not given)
→ 4	2	-12	-1	-5	0.4	0.3	5
20) COc1ccc(-n2ccn(CC(=O)Nc3ccccc3OC)c(=O)c2=O)cc1
→ 0	-6	-1	-3	-1	0.1	0.0	nt
21) CC(=O)c1cccc(S(=O)(=O)N(C)C2CCN(C)CC2)c1
→ -1	nt	-11	0	6	0.5	0.0	9
22) O=C(c1ccccn1)N1C[C@H]2[C@@H](c3ccccc31)[C@@H](CO)N2C(=O)C1CCOCC1
→ -7	-8	-11	3	nt	0.1	0.1	-52
23) Cc1ccc(S(=O)(=O)n2cnc3cc([N+](=O)[O-])ccc32)c(C)c1
→ nt	nt	-13	30	-2	-1.5	0.0	1
24) Cc1cc(N)nc(C)c1C#N
→ -3	-9	2	-3	13	nt	0.2	10
25) CN1C(=O)c2cc(NC(=O)c3cnccn3)ccc2OC[C@@H]2O[C@H](CC(=O)N[C@@H]3CCN(Cc4ccccc4)C3)CC[C@H]21
→ -1	15	9	6	12	0.2	0.1	-8
26) C[C@H](CO)N1C[C@H](C)[C@H](CN(C)Cc2ccc(C(F)(F)F)cc2)Oc2ccc(N(C)C)cc2CC1=O
→ 1	-7	-5	3	nt	?	-1.1	4
27) CN1CCN(c2nc3c(c(=O)n(C)c(=O)n3C)n2Cc2ccccc2)CC1
→ 0	6	-12	-6	6	0.0	0.2	2
28) C[C@@H]1CCCCO[C@H](CN(C)Cc2ccc(C(F)(F)F)cc2)[C@@H](C)CN([C@@H](C)CO)C(=O)c2cc(NC(=O)NC3CCCCC3)ccc2O1
→ -1	-6	3	-18	nt	0.9	1.0	0
29) CC(=O)c1ccc(OC2(C)CCN(Cc3ccc4ccccc4c3)C2)cc1 (stereo not given)
→ -2	3	-25	-8	-5	nt	0.1	1
30) O=C(NCc1ccccc1)C(c1ccc(F)cc1)N1CCN(CCN2CCOCC2)CC1 (stereo not given)
→ nt	nt	2	-1	13	-0.1	-0.1	-7

Values run as follows: esBAF inh	RAD54 branch	RAD52 anneal inh	S100A4 MyoIIA	FN deposit inh	E-sel inducer	Xi reactivation	EWS-Fli inh
31) Cc1ccc(NC(=O)C2CCC(CNC(=O)[C@@H]3Cc4ccccc4CN3)CC2)cc1 (stereo not given in full)
→ 3	1	5	-11	14	nt	0.6	nt
32) Cc1ccc(S(=O)(=O)Nc2cccc3c2O[C@H](CN(C)Cc2ccccc2)[C@H](C)CN([C@H](C)CO)C3=O)cc1
→ -3	0	-6	-20	nt	0.5	-0.4	5
33) O=C(CCCc1ccccc1)NCCN1CCOCC1
→ 2	-2	nt	nt	5	-0.3	nt	nt
34) Cn1nc(CC(=O)NCc2ccc(F)cc2)c2ccccc2c1=O
→ -16	4	-14	0	-8	0.9	0.1	7
35) CCN1C(=O)C2(C(C(=O)c3cc4ccccc4o3)=C(O)C(=O)N2CCCN2CCOCC2)c2ccccc21 (stereo not given)
→ nt	nt	-5	0	-8	4.4	0.0	5
36) O=C(Nc1ccc2snnc2c1)N1CCCCC1
→ nt	nt	-3	-4	-17	nt	0.6	0
37) CCNC(=S)Nc1cc(C(=O)N2CCCC2)ccc1N1CCCC1
→ -2	-1	-5	-5	10	nt	0.2	-3
38) C[C@@H]1COC(=O)[C@H](NC(=O)OCC2c3ccccc3-c3ccccc32)C/C=C\C[C@@H](CC(=O)N[C@@H](CO)Cc2ccccc2)C(=O)N1
→ -25	-1	-11	32	-7	-0.5	0.0	-3
39) COc1ccc(NC(=O)N(C)C[C@@H]2OCCCC[C@@H](C)Oc3ccc(NC(=O)C4CCCCC4)cc3C(=O)N([C@@H](C)CO)C[C@@H]2C)cc1
→ -1	-3	-28	3	nt	0.2	-0.2	-5
40) C[C@@H](NC(=O)C[C@@H]1C[C@@H]2c3cc(NS(C)(=O)=O)ccc3O[C@@H]2[C@H](CO)O1)c1ccccc1
→ 0	0	-2	-1	nt	-0.1	-0.1	3
41) O=C(COc1ccc(Br)cc1Cl)N1CCN(c2ncccn2)CC1
→ 12	8	5	0	-1	nt	0.1	4
42) COc1ccc(CCN=C2SCC(=O)N2C)cc1OC
→ 5	-2	10	-1	nt	nt	nt	8
43) COC(=O)CC1=C(C(=O)OC)C(c2ccc3c(c2)OCO3)C(C#N)=C(N)O1 (stereo not given)
→ -5	-1	-72	2	2	-0.7	0.0	-7
44) CSc1nc(O)c(C(c2ccc(C)cc2)c2c(O)nc(SC)[nH]c2=O)c(=O)[nH]1
→ -1	2	-6	-2	4	nt	0.1	-3
45) COc1cccc(Cn2c(OCC3CCCO3)nc3c2c(=O)n(C)c(=O)n3C)c1 (stereo not given)
→ -6	2	-9	3	3	0.1	0.0	7
46) NCCCC(=O)O
→ 0	3	-2	-6	-4	1.2	0.1	-3
47) C[C@H]1COc2cc(N3CCCC3)ccc2S(=O)(=O)N1
→ nt	nt	-7	5	6	0.3	-0.1	2
48) COC(=O)c1c(NC(=S)Nc2ccc(F)cc2[N+](=O)[O-])sc2c1CCCCC2
→ nt	-3	nt	nt	11	1.0	-0.1	nt
49) Cc1ccccc1N1C(=O)CC1(C#N)c1ccc(OCc2ccccc2)cc1 (stereo not given)
→ nt	nt	-28	-4	-17	nt	0.1	-12
50) O=C(Nc1cc(S(=O)(=O)N2CCOCC2)ccc1O)c1ccc(S(=O)(=O)N2CCCCC2)cc1
→ 11	21	-4	4	1	nt	4.9	9
51) COc1cc(C(C)=NNC(=O)c2ccncc2)ccc1O
→ 1	-6	-14	1	0	0.3	0.3	-11
52) Cc1ccc(OCCOC(=O)Cn2nc(C)c([N+](=O)[O-])c2C)cc1
→ -2	-8	-12	-5	7	nt	0.0	-5
53) O=C(NCc1ccccc1)C1CCN(c2nc(-c3ccccc3)nc3c2CCC3)CC1
→ -7	-3	-6	2	13	-0.1	0.0	nt
54) CC1(C)NC(=O)N(CC(=O)Nc2cc(C(F)(F)F)cc(C(F)(F)F)c2)C1=O
→ nt	4	-10	5	nt	-0.2	0.0	nt
55) COc1cc(NC(=S)NC2CC(C)(C)NC(C)(C)C2)c(OC)cc1Cl
→ nt	nt	-19	4	0	nt	0.1	8
56) CC(C)NC(=O)N(C)C[C@@H]1Oc2c(NS(=O)(=O)c3cccs3)cccc2C(=O)N([C@@H](C)CO)C[C@@H]1C
→ -6	nt	nt	nt	13	1.3	0.1	-5
57) COc1ccc(CNC(=O)C[C@@H]2C[C@H]3c4cc(NS(=O)(=O)c5ccc(F)cc5)ccc4O[C@H]3[C@@H](CO)O2)cc1
→ 10	-10	-3	1	-5	-0.3	0.0	-1
58) O=C(COC(=O)/C=C/c1cccs1)Nc1cccc(S(=O)(=O)N2CCCC2)c1
→ -2	-1	-27	-9	7	-1.9	0.0	-4
59) CCN(Cc1ccccc1)C(=O)Cc1ccc(OC)c(S(=O)(=O)N2CCOCC2)c1
→ nt	9	-7	0	-4	-0.1	0.0	2
60) COc1ccc(N2CCN(C(=O)CN(C)S(=O)(=O)c3cc(C)ccc3OC)CC2)cc1
→ -3	2	-22	-3	-3	1.2	0.0	10
61) COc1ccc(C=C2CCC3C(CCCC34OCCO4)C2=O)cc1 (stereo not given)
→ 3	1	-7	-3	-3	-0.1	0.0	-38

Compound activity from PubChem BioAssay.
